APEX1 inh: inhibitors of human APE1 endonuclease | P27695 | recombinant APE1, TAMRA/BHQ-2 abasic DNA cleavage fluorescence | Potency, µM (highest dose often 65.8 µM), without a hit: at the highest dose activity change, negative = inhibition, usual class: inhibitors | hit rate 0.35% among 350,000 | AID 2517;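 further: plate controls were vehicle for no effect and reference inhibitor for full effect; nearly all actives have a fitted effect of over 55% in size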
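Readout is kinetic fluorescence (ex 525, em 598 nm) from cleavage of 50 nM TAMRA/BHQ-2 THF abasic duplex by 0.75 nM APE1, compound added 15 min beforehand at RT.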
BLM inh: blocks DNA unwinding by human BLM helicase. Potency, µM (titrated, usually from 56.1 µM), without a hit: at the top dose activity change, negative = inhibition, usual class: inhibitors. recombinant BLM DNA unwinding, fluorescence dequenching. hit rate 0.2% among 350,000. AID 2528. P54132;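 further: plate controls were vehicle for no effect and no enzyme for full effect; nearly all actives have a fitted effect of over 35% in size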
Target sequence (P54132 whole entry, looked up): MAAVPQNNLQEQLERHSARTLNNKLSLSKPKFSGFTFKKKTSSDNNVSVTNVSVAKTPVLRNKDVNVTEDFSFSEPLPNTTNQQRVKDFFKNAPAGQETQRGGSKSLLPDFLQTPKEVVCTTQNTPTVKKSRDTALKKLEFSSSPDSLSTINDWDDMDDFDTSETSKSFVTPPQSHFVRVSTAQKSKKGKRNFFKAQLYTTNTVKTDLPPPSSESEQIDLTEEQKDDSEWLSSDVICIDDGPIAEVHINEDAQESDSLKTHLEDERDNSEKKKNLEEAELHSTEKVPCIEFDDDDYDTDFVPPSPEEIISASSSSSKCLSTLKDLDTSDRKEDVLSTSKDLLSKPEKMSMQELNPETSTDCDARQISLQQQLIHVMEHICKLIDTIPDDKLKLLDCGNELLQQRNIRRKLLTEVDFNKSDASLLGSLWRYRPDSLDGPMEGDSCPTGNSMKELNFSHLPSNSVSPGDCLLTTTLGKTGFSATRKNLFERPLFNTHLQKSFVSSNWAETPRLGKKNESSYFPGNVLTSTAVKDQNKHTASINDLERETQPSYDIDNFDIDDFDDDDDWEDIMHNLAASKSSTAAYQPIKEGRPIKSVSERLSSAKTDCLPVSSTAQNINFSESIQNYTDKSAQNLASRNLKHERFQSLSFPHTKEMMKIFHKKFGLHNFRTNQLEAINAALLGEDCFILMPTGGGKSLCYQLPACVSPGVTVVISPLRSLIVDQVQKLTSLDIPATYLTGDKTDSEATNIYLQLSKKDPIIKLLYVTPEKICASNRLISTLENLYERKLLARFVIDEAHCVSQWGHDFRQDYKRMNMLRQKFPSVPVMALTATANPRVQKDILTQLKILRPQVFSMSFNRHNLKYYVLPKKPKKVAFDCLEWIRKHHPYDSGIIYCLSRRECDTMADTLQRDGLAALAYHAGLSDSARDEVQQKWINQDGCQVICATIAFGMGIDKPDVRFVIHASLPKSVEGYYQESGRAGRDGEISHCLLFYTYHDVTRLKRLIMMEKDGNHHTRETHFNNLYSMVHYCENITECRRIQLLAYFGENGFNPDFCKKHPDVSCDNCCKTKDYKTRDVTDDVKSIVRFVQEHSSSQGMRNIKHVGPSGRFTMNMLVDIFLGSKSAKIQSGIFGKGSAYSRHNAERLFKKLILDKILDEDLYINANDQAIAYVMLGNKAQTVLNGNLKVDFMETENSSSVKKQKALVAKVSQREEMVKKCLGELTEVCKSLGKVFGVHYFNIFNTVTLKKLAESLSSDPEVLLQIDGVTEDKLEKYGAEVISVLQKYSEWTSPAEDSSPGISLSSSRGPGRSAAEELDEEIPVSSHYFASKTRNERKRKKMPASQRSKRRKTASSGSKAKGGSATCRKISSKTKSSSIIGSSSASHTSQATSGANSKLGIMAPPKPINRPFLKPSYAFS
POLK inh: blocks human DNA polymerase kappa activity. Potency, µM (doses to about 107 µM), for the others: at the highest dose activity, negative = inhibition, hits mostly inhibitors. hit rate 0.53% among 400,000. Q9UBT6. purified Pol kappa, fluorescent DNA synthesis assay, 10 min. AID 588579
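Inhibition of 10 nM Pol kappa is measured by a fluorescent read-out at 0 and 10 min following addition of 50 nM substrate (final), with a 15-min room-temperature compound preincubation.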
* = called active by the depositor; ? = inconclusive; & = joins results of further samples; [ ] = another dose, or the depositor's remark. The call rests on the fitted dose curve; in most records, active means well fitted curve in the direction sought with a large enough effect; inconclusive means small, poorly fitted or top-dose-only effect, or another doubt; inactive means no such curve, though single readings can be large; an effect the other way counts as inactive or inconclusive. Unless noted, on the % scale 0 is the no-effect control and ±100 the full control effect; potency means the concentration at half of the fitted maximal effect. Only part of the results is shown (hit frequency here may not be typical).

Start of the data: the first seven records, ahead of the listing:
SMILES,APEX1 inh,BLM inh,POLK inh
CN(C)CC1CCn2c(c(C3=C(c4cn(C)c5ccccc45)C(=O)NC3=O)c3ccccc32)C1 (stereo not drawn),-5%,-5%,?
CCOCCOC(=O)C(C)Oc1ccc(Oc2ncc(C(F)(F)F)cc2Cl)cc1 (stereo not drawn),?,-12%,1%[60.1 µM]
Nc1nc(Cl)nc2c1ncn2C1OC(CO)C(O)C1F (stereo not drawn),20%,1%,4%[60.1 µM]
Cc1cccc(CNc2ncnc3ccc(-c4cccc(NS(C)(=O)=O)c4)cc23)c1,-11%,-1%,-11%[60.1 µM]
O=C(c1ccc(Nc2nccc(-c3cc4ccccc4s3)n2)cc1)N1CCC(N2CCCC2)CC1,-7%,?,?
Fc1ccc(Nc2nc(-c3cccnc3)nc3ccccc23)cc1,2%,-9%,?
Cc1cccc(CNc2ncncc2-c2ccc3c(c2)OCO3)c1,-1%,-4%,-4%[60.1 µM]

The listing, previewed entries included:
SMILES,APEX1 inh,BLM inh,POLK inh
CN(C)CC1CCn2c(c(C3=C(c4cn(C)c5ccccc45)C(=O)NC3=O)c3ccccc32)C1 (stereo not drawn),-5%,-5%,?
CCOCCOC(=O)C(C)Oc1ccc(Oc2ncc(C(F)(F)F)cc2Cl)cc1 (stereo not drawn),?,-12%,1%[60.1 µM]
Nc1nc(Cl)nc2c1ncn2C1OC(CO)C(O)C1F (stereo not drawn),20%,1%,4%[60.1 µM]
Cc1cccc(CNc2ncnc3ccc(-c4cccc(NS(C)(=O)=O)c4)cc23)c1,-11%,-1%,-11%[60.1 µM]
O=C(c1ccc(Nc2nccc(-c3cc4ccccc4s3)n2)cc1)N1CCC(N2CCCC2)CC1,-7%,?,?
Fc1ccc(Nc2nc(-c3cccnc3)nc3ccccc23)cc1,2%,-9%,?
Cc1cccc(CNc2ncncc2-c2ccc3c(c2)OCO3)c1,-1%,-4%,-4%[60.1 µM]
CC(C)(O)C1CC[C@@]2(C)C3CCC4[C@@]5(C)CCCC(C)(C)C5C(O)C[C@]4(C)[C@]3(C)CC[C@@H]12 (stereo partly drawn),-6%,4%,-9%[60.1 µM]
Nc1ncnc2c1ncn2[C@@H]1O[C@H](C(=O)N2CCN(CC(=O)Nc3cccc4c3CNC4=O)CC2)[C@@H](O)[C@H]1O,0%,-8%,-4%[60.1 µM]
COc1ccc(NC=O)c(C(=O)CCNC(C)=O)c1,-3%,4%,17%[60.1 µM]
CSCC[C@H](NC(=O)[C@H](CC(C)C)NC(=O)CNC(=O)[C@@H]1CCCN1C(=O)[C@H](Cc1ccccc1)NC(=O)[C@H](Cc1ccccc1)NC(=O)[C@H](CC(=O)O)NC(=O)[C@H](Cc1cnc[nH]1)NC(=O)[C@H](CCSC)NC(=O)[C@@H](N)CC(=O)O)C(N)=O,?,-4%,12%[60.1 µM]
CC[C@H](C)[C@H](NC(=O)[C@H](Cc1ccc(O)cc1)NC(=O)[C@H](CCCNC(=N)N)NC(=O)[C@H](CCCNC(=N)N)NC(=O)[C@H](CC(C)C)NC(=O)[C@H](CCC(N)=O)NC(=O)[C@@H](NC(=O)[C@H](CCC(=O)O)NC(=O)[C@H](Cc1ccc(O)cc1)NC(=O)[C@H](CCC(N)=O)NC(=O)[C@H](C)NC(=O)[C@H](CCCNC(=N)N)NC(=O)[C@H](CCC(N)=O)NC(=O)[C@H](CCC(=O)O)NC(=O)[C@H](Cc1cnc[nH]1)NC(=O)[C@@H](NC(=O)[C@H](C)NC(=O)[C@H](Cc1ccc(O)cc1)NC(=O)[C@H](CC(=O)O)NC(=O)CNC(=O)[C@@H]1CCCN1C(=O)[C@H](Cc1ccc(O)cc1)NC(=O)[C@H](CCSC)NC(=O)[C@@H]1CCCN1C(=O)[C@H](CCC(=O)O)NC(=O)[C@H](CC(C)C)NC(=O)[C@@H]1CCCN1C(=O)[C@H](C)N)[C@@H](C)O)[C@@H](C)O)C(=O)N[C@@H](CC(N)=O)C(=O)N[C@H](C(=O)N[C@@H](CC(C)C)C(=O)N[C@H](C(=O)N[C@@H](CCCNC(=N)N)C(=O)N1CCC[C@H]1C(=O)N[C@@H](CCCNC(=N)N)C(=O)N[C@@H](Cc1ccc(O)cc1)C(N)=O)[C@@H](C)O)[C@@H](C)O,3%,4%,19%[60.1 µM]
CC(C)(C)Cn1nc(-c2ccc(Cl)cc2)c2c(N)ncnc21,-4%,-3%,-10%[19.4 µM]
CC(C)OC(=O)c1cn(Cc2c(F)cccc2F)c2sc(-c3ccc(NC(=O)C(C)C)cc3)c(CN(C)Cc3ccccc3)c2c1=O,5%,36%[activator],-3%[60.1 µM]
O=C(/C=C/c1ccc2c(c1)OCO2)c1cccs1,-1%,-11%,-9%[19.4 µM]
N=C(N)SCCc1ccc(OCc2ccc([N+](=O)[O-])cc2)cc1,19%,-11%,-1%[19.4 µM]
CC(=O)ON(C(C)=O)S(=O)(=O)c1ccc(Cl)cc1,-9%,2%,-10%[19.4 µM]
COC(=O)CCCOc1ccc(Cl)cc1Cl,-1%,-1%,-7%[60.1 µM]
CC[C@]1(c2ncc[nH]2)Cc2ccccc2O1,-6%,-1%,-4%[19.4 µM]
CCCCCCCCCCCCCCCCn1cc[n+](Cc2ccccc2)c1C,?,?,-15%[60.1 µM]
CSCC[C@H](C=O)NC(=O)[C@H](CC(C)C)NC(=O)[C@H](CC(C)C)NC(C)=O,-2%,-4%,-7%[19.4 µM]
O=C(c1ccc2c(c1)OCO2)N1CCCCC1,-2%&-9%,-1%&-3%,20%[60.1 µM]
O=C(O)[C@H]1CCCNC1,-2%,-3%,-8%[19.4 µM]
O=C(Cc1ccc(Cl)cc1)c1c(O)cc(O)cc1O,-3%,-8%,-15%[19.4 µM]
CSCC[C@H](NC(=O)[C@@H](NC(=O)[C@H](CCC(=O)O)NC(=O)[C@H](CCSC)NC(=O)[C@H](CC(N)=O)NC(=O)[C@H](CCC(=O)O)NC(=O)[C@H](CC(N)=O)NC(=O)[C@H](CO)NC(=O)[C@H](C)N)[C@@H](C)O)C(=O)O,-2%,-6%,9%[60.1 µM]
CN(C)c1nc(NC2CCC(NC(=O)c3ccc(F)c(F)c3)CC2)nc2ccccc12 (stereo not drawn),10%,-8%,?
OC[C@H]1OC(O)[C@H](O)[C@@H](O)[C@@H]1O (stereo partly drawn),-3%,-3%,19%[60.1 µM]
COC(=O)CCC(C)C1CCC2C3C(O)C[C@@H]4CC(O)CC[C@@]4(C)C3CC(O)[C@]12C (stereo partly drawn),0%,3%,-14%[60.1 µM]
CC(C)[C@H](NC(=O)[C@@H]1CSSC[C@H](NC(=O)[C@H](CC(=O)O)NC(=O)[C@H](C)NC(=O)[C@@H](NC(=O)CNC(=O)[C@H](C)N)[C@@H](C)O)C(=O)N[C@@H](Cc2ccccc2)C(=O)N[C@@H](Cc2c[nH]c3ccccc23)C(=O)N[C@@H](CCCCN)C(=O)N[C@@H](Cc2ccc(O)cc2)C(=O)N1)C(=O)O,-2%,3%,16%[60.1 µM]
CN1CCN(c2ccnc(-c3cccc(NS(C)(=O)=O)c3)n2)CC1,2%,-5%,-3%[60.1 µM]
CSc1cc2c(cc1C(F)(F)F)N(C(=O)Nc1cccnc1)CC2,-3%&-6%,3%&-4%,13%[60.1 µM]
CN(C)c1ccc(-c2nc(NC3CCNCC3)c3ccccc3n2)cc1,?,?,32µM*
COC1=C2C[C@@H](C)C[C@H](OC)[C@H](O)[C@@H](C)/C=C(\C)[C@H](OC(N)=O)[C@@H](OC)/C=C\C=C(/C)C(=O)NC(=CC1=O)C2=O,-4%,0%,15%[60.1 µM]
COc1cc2c(c(OC)c1OC)-c1c(cc3c(c1OC)OCO3)CC(C)C(C)(O)C2OC(=O)c1ccccc1 (stereo not drawn),-1%,-7%,10%[60.1 µM]
COc1c(O)c(O)c2cc(OC)c3c(OC)cc(=O)c4c5c(=O)c(OC)c(C(C)=O)c6c5c(c1CC=6C)c2c34,2%,-4%,13%[60.1 µM]
CC(C)CCCC(C)C1CCC2C3CC=C4CC(O)CCC4(C)C3CCC12C (stereo not drawn),-1%,0%,-10%[19.4 µM]
COC(=O)[C@H]1[C@@H]2C[C@@H]3c4[nH]c5ccccc5c4CCN3C[C@H]2CC[C@H]1O,1%,2%,-8%[19.4 µM]
CC1=CC(=O)C2=C(C)CC[C@H]3[C@H](C)C(=O)O[C@@H]3C12 (stereo partly drawn),0%,2%,10%[60.1 µM]
Cc1cccc(CNc2ncncc2-c2cccc(C#N)c2)c1,4%,5%,-5%[60.1 µM]
CC(=O)OCC1OC(n2cnc3c(Cl)nc(Cl)nc32)C(OC(C)=O)C1OC(C)=O (stereo not drawn),-4%,-1%,0%[60.1 µM]
O=C(O)COc1ccc(OCCNC[C@@H](O)COc2ccccc2)cc1,?,0%,-9%[19.4 µM]
N[C@]1(C(=O)O)CCc2cc(P(=O)(O)O)ccc21,-14%,-9%,-9%[19.4 µM]
COc1cccc2oc(-c3ccc(O)cc3)cc(=O)c12,-4%,1%,-5%[19.4 µM]
COc1ccc2[nH]cc(CCNc3ncncc3-c3ccccc3CN(C)C)c2c1,10%,1%,-3%[60.1 µM]
O=C(O)/C=C1\CCCc2ccccc2[C@H]1O,-1%,-13%,?
N#Cc1cccc(-c2cc(-n3ccnc3)ncn2)c1,-12%,2%,-8%[60.1 µM]
CN(Cc1ccco1)c1ccnc(-c2ccoc2)n1,9%,-5%,?
O=c1cc(-c2cccc(O)c2O)oc2ccccc12,-6%,0%,13µM*
O=c1ccc2ccc(OS(=O)(=O)O)cc2o1,-1%,0%,17%[60.1 µM]
Cc1noc(C)c1-c1ccc2ncnc(N(C)Cc3ccco3)c2c1,-1%,-1%,-1%[60.1 µM]
CC(C)([CH2][Sn]([CH2]C(C)(C)c1ccccc1)([CH2]C(C)(C)c1ccccc1)[O][Sn]([CH2]C(C)(C)c1ccccc1)([CH2]C(C)(C)c1ccccc1)[CH2]C(C)(C)c1ccccc1)c1ccccc1,-5%,1%,20%[60.1 µM]
OC[C@@H]1OC(O)[C@@H](O)[C@H](O)[C@H]1O (stereo partly drawn),3%,1%,15%[60.1 µM]
O=C(O)c1ccc(-c2c3nc(c(-c4ccc(C(=O)O)cc4)c4ccc([n-]4)c(-c4ccc(C(=O)O)cc4)c4nc(c(-c5ccc(C(=O)O)cc5)c5ccc2[n-]5)C=C4)C=C3)cc1.[Mn+3],-1%&-9%,-22%&0%,?
Cc1cccc(CNc2cc(-c3cccnc3)ncn2)c1,0%,3%,-12%[60.1 µM]
CC(C)=CCCC(C)C1CC[C@@]2(C)C3=C(CC[C@@]12C)C1(C)CCC(O)C(C)(C)C1CC3 (stereo partly drawn),-1%,-3%,-10%[60.1 µM]
CC(C)CC(NC(=O)NC(CCC(=O)O)C(=O)O)C(=O)O (stereo not drawn),?,1%,13%[60.1 µM]
CCCCC#Cc1nc(NC)c2ncn([C@@H]3O[C@@H](CO)[C@H](O)[C@H]3O)c2n1,-3%,-1%,-12%[19.4 µM]
O=C(NCCCCN1CCOCC1)c1cc2ccccc2o1,-7%,2%,17%[60.1 µM]
CNc1nc(-c2ccccc2Cl)nc2ccccc12,1%,1%,-1%[60.1 µM]
CN(C)Cc1ccccc1-c1nccc(NC2CC2)n1,-2%,-3%,-5%[60.1 µM]

Continued:
SMILES,APEX1 inh,BLM inh,POLK inh
CC(C)(N)C(=O)N[C@@H](Cc1cnc[nH]1)C(=O)N[C@H](Cc1ccc2ccccc2c1)C(=O)N[C@H](Cc1ccccc1)C(=O)N[C@@H](CCCCN)C(N)=O,0%,-4%,11%[60.1 µM]
CN1[C@H](CC(=O)c2ccccc2)CCC[C@H]1C[C@@H](O)c1ccccc1,0%,0%,-7%[19.4 µM]
C[C@@H]1Nc2ccc(Cl)cc2S(=O)(=O)N1,?,-19%,-9%[19.4 µM]
CC[C@H](C)[C@H](NC(=O)[C@@H]1CCCN1C(=O)[C@H](C)NC(=O)[C@H](CC(N)=O)NC(=O)[C@@H]1CCCN1C(=O)[C@@H]1CCCN1C(=O)[C@H](CCCN=C(N)N)NC(=O)[C@H](Cc1ccc(O)cc1)NC(=O)[C@H](C)NC(=O)[C@@H]1CCCN1C(=O)[C@@H]1CCCN1C(=O)[C@@H](N)[C@@H](C)O)C(=O)N[C@@H](CC(C)C)C(=O)O,-2%,1%,-10%[12 µM]
Cc1noc(C)c1-c1cncnc1NC1CC1,7%,1%,-3%[60.1 µM]
